Screening results deposited in PubChem by The Scripps Research Institute Molecular Screening Center.
TEAD-YAP block: TEAD-YAP interaction inhibition, primary screen, TEAD-YAP interaction inhibitor project, luminescence, HEK-TIYL cells; inhibition, % at 9.12 µM; TEAD-Gal4/YAP UAS-luciferase luminescence; hit rate 1.4% among 640,000; in the data active means inhibition above about 32%;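 further: 0% = median of test compound wells and 100% = reference inhibitor wells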
MITF primary: MITF inhibitors, primary screen, biochemical, AlphaScreen, human; AID 1259374, 2018; AlphaScreen MITF homodimerization, bead proximity signal; hit rate 0.91% among 650,000; inhibition, % at 2.6 µM; in the data active means inhibition above about 50%;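 further: 0% = vehicle wells with protein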
Target sequence (O75030 whole entry, looked up): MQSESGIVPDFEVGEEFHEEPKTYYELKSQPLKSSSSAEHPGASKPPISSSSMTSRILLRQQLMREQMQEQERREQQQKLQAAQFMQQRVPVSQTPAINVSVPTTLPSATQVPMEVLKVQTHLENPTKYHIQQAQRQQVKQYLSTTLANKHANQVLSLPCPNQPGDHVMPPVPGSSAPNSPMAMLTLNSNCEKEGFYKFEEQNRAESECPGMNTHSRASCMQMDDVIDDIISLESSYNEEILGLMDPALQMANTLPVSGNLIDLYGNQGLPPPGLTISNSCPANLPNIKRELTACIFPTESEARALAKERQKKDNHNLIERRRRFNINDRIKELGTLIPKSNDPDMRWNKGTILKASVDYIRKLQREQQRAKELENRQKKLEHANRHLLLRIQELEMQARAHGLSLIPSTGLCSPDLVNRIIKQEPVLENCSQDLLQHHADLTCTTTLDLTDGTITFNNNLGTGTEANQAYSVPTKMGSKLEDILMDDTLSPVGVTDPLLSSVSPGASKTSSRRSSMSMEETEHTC
GPR151 activ: activators of human GPR151, primary screen, cell-based, PathHunter beta-arrestin, luminescence | G-protein coupled receptor 151 (Homo sapiens), Q8TDV0 | PathHunter beta-arrestin GPR151 cells | activation, % at 11.2 µM | hit rate 1% among 650,000 | AID 1508602, 2020; in the data active means activation above about 4.9%;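 further: 0% = median of compound wells and 100% = cells with positive control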
Target sequence (Q8TDV0 whole entry, looked up): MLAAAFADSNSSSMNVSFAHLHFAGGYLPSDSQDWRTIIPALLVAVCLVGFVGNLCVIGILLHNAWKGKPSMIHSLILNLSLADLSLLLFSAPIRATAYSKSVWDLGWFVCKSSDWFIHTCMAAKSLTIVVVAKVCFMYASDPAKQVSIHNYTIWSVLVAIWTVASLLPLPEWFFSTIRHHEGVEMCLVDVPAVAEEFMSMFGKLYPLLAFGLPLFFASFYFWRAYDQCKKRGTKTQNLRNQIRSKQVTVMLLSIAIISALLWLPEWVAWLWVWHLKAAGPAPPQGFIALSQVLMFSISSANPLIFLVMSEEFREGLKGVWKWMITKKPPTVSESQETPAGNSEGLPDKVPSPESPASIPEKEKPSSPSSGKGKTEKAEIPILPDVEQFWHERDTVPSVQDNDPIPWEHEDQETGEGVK
FBW7 activator: FBW7 E3 ligase activators, primary screen, biochemical, AlphaScreen, human | F-box/WD repeat-containing protein 7 (Homo sapiens), Q969H0 | AlphaScreen FBW7–phospho-cyclin E peptide binding, activator screen | normalized activity (activation), % at 26.1 µM | hit rate 0.13% among 650,000 | AID 1259310, 2017; in the data active means normalized activity above about 1.9%;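 further: purified mutant Fbw7 with reduced substrate affinity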
* hit, by the source's call. No enrichment for hits (roughly 3.4% active in at least one column).

Start of the data: the first four compounds, to show the layout:
No. | mol | TEAD-YAP block | MITF primary
1 | COc1ccc(-c2cc(C(F)(F)F)n3nc(C(=O)Nc4cc(C)ccc4C)cc3n2)cc1 | 3 | -3
2 | CN1C(=O)c2ccccc2N(C)C1c1ccccc1Cl (stereo not drawn) | -8 | 10
3 | COc1ccc(N2C(=O)CSC2c2ccc(Cl)cc2Cl)cc1 (stereo not drawn) | 0 | 8
4 | O=C(O)c1nonc1NCn1cnnn1 | 1 | 2

No. | GPR151 activ | FBW7 activator
1 | 1.5 | 0.0
2 | -0.2 | 0.3
3 | -0.3 | 0.6
4 | -2.2 | 0.0

This part in full, from the start:
No. | mol | TEAD-YAP block | MITF primary
1 | COc1ccc(-c2cc(C(F)(F)F)n3nc(C(=O)Nc4cc(C)ccc4C)cc3n2)cc1 | 3 | -3
2 | CN1C(=O)c2ccccc2N(C)C1c1ccccc1Cl (stereo not drawn) | -8 | 10
3 | COc1ccc(N2C(=O)CSC2c2ccc(Cl)cc2Cl)cc1 (stereo not drawn) | 0 | 8
4 | O=C(O)c1nonc1NCn1cnnn1 | 1 | 2
5 | CC(=O)N1CCOc2cc(S(=O)(=O)N(C)c3ccc(Br)cc3)ccc21 | 6 | 8
6 | CN1C(=O)CCc2cc(NS(=O)(=O)Cc3cccc(Cl)c3)ccc21 | -4 | 6
7 | Cc1ncc(-c2ccncc2)c(C2CCN(C(=O)c3cccc4ncccc34)CC2)n1 | -3 | -10
8 | O=C(CSCc1ccco1)Nc1nccs1 | 5 | -7
9 | COC(=O)c1ccc(Sc2nnnn2-c2ccccc2)c([N+](=O)[O-])c1 | 23 | 14
10 | CCOC(=O)CSc1nc(C)c(CC)c(=O)[nH]1 | -3 | 3
11 | O=C(OC1CCOC1=O)c1ccc(-c2nc3ccccc3s2)s1 (stereo not drawn) | 8 | -19
12 | Cc1cnc(-c2ccccc2)nc1NC1CCN(Cc2ccccc2)CC1 | 3 | -1
13 | Cc1ccc(Cn2nnc(C(=O)Nc3ccc(F)c(F)c3)c2N)cc1 | 3 | 18
14 | CC(C)(C)C(=O)NC1CCN(CC(=O)Nc2ccc3c(c2)OCO3)CC1 | -2 | -7
15 | Fc1ccc(-c2c(-c3ccnc(Nc4ccc(N5CCOCC5)cc4)c3)noc2N2CCOCC2)cc1 | -1 | -3

No. | GPR151 activ | FBW7 activator
1 | 1.5 | 0.0
2 | -0.2 | 0.3
3 | -0.3 | 0.6
4 | -2.2 | 0.0
5 | 0.5 | 1.0
6 | -0.8 | -0.1
7 | -0.4 | 0.1
8 | -1.7 | -0.1
9 | 0.3 | -0.2
10 | 1.1 | 0.1
11 | -7.8 | 0.0
12 | 0.5 | 0.1
13 | 0.2 | 0.0
14 | -0.5 | 0.0
15 | -1.0 | 0.2

Next section
No. | mol | TEAD-YAP block | MITF primary
16 | CC(=O)NC1=NC(=O)/C(=C/c2ccc(-c3ccc4c(c3)COC4=O)o2)S1 | 15 | 20
17 | COc1cc(C2C(C(=O)OC3CCCC3)=C(C)NC3=C2C(=O)CC(c2ccccc2)C3)ccc1OCc1ccccc1 (stereo not drawn) | 0 | 2
18 | Cn1c(=O)cc(SCC(=O)NCCN2CCOCC2)c2ccc(Cl)cc21 | -3 | 4
19 | Cc1ccc2c(c1)cc(CN(CC1CCCO1)C(=O)N(C)C)c1nnnn12 (stereo not drawn) | -5 | 5
20 | CCOc1ccc(NC(=O)C2=C(C)NC(=S)NC2c2ccc(OC)cc2OC)cc1 (stereo not drawn) | 0 | 14
21 | O=C(NNC(=O)c1cc2ccccc2cc1O)Nc1cccc([N+](=O)[O-])c1 | -7 | -5
22 | COc1ccc(/C=N/NC(=O)c2nc(-c3ccccc3)n(-c3ccccc3)n2)c(O)c1 | 17 | -9
23 | CCC(=O)N1CCc2cc(S(=O)(=O)N3CCN(c4ccccn4)CC3)ccc21 | -3 | -9
24 | CC(C)C(=O)NN1C(=O)C2C3c4ccccc4C(C)(c4ccccc43)C2C1=O (stereo not drawn) | 8 | 2
25 | COc1cc(CNCCN2CCOCC2)ccc1OCc1cccc(Cl)c1 | 11 | 6
26 | Cc1cccc(NC(=S)N(CCCN2CCCCCC2)Cc2ccco2)c1 | -2 | -10
27 | O=C(Cn1cnc2sc3c(c2c1=O)CCCC3)Nc1ccc(F)cc1 | -1 | 7
28 | CCn1c(=O)cc(SCC(=O)NC2CCN(Cc3ccccc3)CC2)c2ccccc21 | 11 | 10
29 | Cn1c(=O)c2c(nc(N3CCCCC3)n2CCNC2=NCCCCC2)n(C)c1=O | 4 | 0
30 | CCCNc1nc(-c2ccc(N3CCN(C)CC3)cc2)nc2c1ncn2Cc1ccc(C(F)(F)F)cc1 | 3 | -7

No. | GPR151 activ | FBW7 activator
16 | -1.2 | 0.1
17 | 0.3 | 0.0
18 | 0.5 | -0.1
19 | 1.6 | 0.0
20 | -1.1 | -0.2
21 | -1.6 | -0.2
22 | 0.3 | -0.2
23 | 0.0 | -0.3
24 | 2.1 | -0.1
25 | -0.8 | 0.0
26 | 0.0 | 0.0
27 | -0.7 | -0.1
28 | -0.1 | -0.2
29 | -0.5 | -0.1
30 | 0.6 | -0.2

Continued.
No. | mol | TEAD-YAP block | MITF primary
31 | COCCCNC(=O)Cn1cc2c(n1)CCCCC2 | 5 | -11
32 | COc1ccccc1C(=O)Nc1ccc2oc(-c3ccc(Cl)cc3Cl)nc2c1 | 6 | 15
33 | COc1ccc(CN2CCNC(=O)C2CC(=O)NCCn2nc(C)cc2C)c(F)c1 (stereo not drawn) | 9 | 10
34 | Cc1cccnc1C1(O)CCN(C(=O)Cn2c(C(F)(F)F)nc3ccccc32)CC1 | 5 | 6
35 | Cc1[nH]c2c(Cl)cccc2c(=O)c1CN1CCCCCC1 | -15 | -1
36 | CCOc1ccc(-c2cc(=O)c3cc(NC(=O)c4ccccc4Br)ccc3o2)cc1 | -39 | -2
37 | CCC(Sc1nc2cc3c(cc2c(=O)n1CCCCCC(=O)NCCc1ccc(OC)c(OC)c1)OCO3)C(=O)NCc1ccco1 (stereo not drawn) | -2 | 3
38 | CCOC(=O)c1c(-c2ccc(OC)cc2)oc2ccc(OCc3ccc(C(=O)OC)cc3)cc12 | 9 | 0
39 | O=C(CN1C(=O)c2ccccc2C1=O)Oc1cccc2cccnc12 | -3 | 10
40 | OCCCCCNc1ncnc2c1nnn2Cc1ccccc1 | -15 | -1
41 | O=C(Nc1c2c(nn1-c1ccc([N+](=O)[O-])cc1)CSC2)c1ccc(S(=O)(=O)N2CCCCC2)cc1 | 3 | -2
42 | O=C(Nc1ccc(SCCCC(=O)N2CCN(c3ccccc3F)CC2)nn1)C1CC1 | 5 | 3
43 | COc1cccc(OC)c1C(=O)Nn1c(-c2ccc(F)cc2)nc2ccccc2c1=O | -4 | -9
44 | Cc1noc(C)c1-c1nc(NCc2cccnc2)c2ncn(Cc3ccc(C(F)(F)F)cc3)c2n1 | -16 | 0
45 | COc1ccc(N2CCN(C(=O)CCN3C(=O)c4ccccc4S3(=O)=O)CC2)cc1 | 5 | 19

No. | GPR151 activ | FBW7 activator
31 | -1.5 | -0.1
32 | -0.3 | 0.1
33 | 0.4 | 0.0
34 | -0.5 | 0.0
35 | 0.0 | 0.5
36 | 5.1* | 0.0
37 | 0.0 | 0.1
38 | 0.7 | -0.1
39 | 0.7 | -0.8
40 | 2.7 | -0.2
41 | 0.9 | 0.0
42 | 0.8 | 0.0
43 | 0.0 | -0.1
44 | -0.4 | 0.5
45 | 0.0 | 0.1

Next records follow:
No. | mol | TEAD-YAP block | MITF primary
46 | Cc1sc2ncc(C(=O)NC(Cc3ccccn3)C(F)(F)F)c(=O)n2c1C (stereo not drawn) | -18 | 13
47 | Cc1c(Cl)cccc1NC(=O)C(=O)NCCC(C)C | -14 | 0
48 | Cc1ccc2c(c1)C(=O)CC(c1cc(Br)cc3c1OCOC3)O2 (stereo not drawn) | -3 | 13
49 | CN(C)C(=S)NC(=O)c1cccc(Cl)c1 | -1 | -5
50 | COc1ccc(-c2nc(-c3ccccc3)c(-c3ccc(F)cc3)[nH]2)c(OC)c1OC | -3 | 10
51 | CCc1csc2ncc(C(=O)NC(CO)CC(C)C)c(=O)n12 (stereo not drawn) | -9 | 2
52 | CN(C)c1ccc(/C=C/C=C2/SC(=S)N(CC(=O)O)C2=O)cc1 | -7 | 16
53 | O=C(NC1CCS(=O)(=O)C1)c1sc2ccccc2c1Cl (stereo not drawn) | -18 | -6
54 | CCOc1ccc(N2CC(NS(=O)(=O)c3cc(F)ccc3F)CC2=O)cc1 (stereo not drawn) | 8 | 5
55 | CN(C)c1ncc(/C=C2/C(=O)NC(=O)N(Cc3ccco3)C2=O)cn1 | -7 | 79*
56 | CCNC(=O)c1nn(CC2CC2)c2c1CN(Cc1ccccn1)CC2 | 4 | 21
57 | O=c1oc(-c2cccc(F)c2)nc2ccccc12 | -14 | 4
58 | CC(NC(=O)CCc1nnc(Cc2ccc3c(c2)OCO3)o1)c1ccccc1Cl (stereo not drawn) | 4 | 2
59 | NC(=O)c1ccc(NS(=O)(=O)c2cccc3nsnc23)cc1 | 3 | 1
60 | CCC[C@H]1C[C@H]1C(=O)N1CCC(n2nccc2NC(=O)CCc2ccccc2)CC1 | 1 | 0

No. | GPR151 activ | FBW7 activator
46 | 0.9 | 0.3
47 | -1.2 | 0.1
48 | 1.2 | -0.1
49 | 0.3 | 0.9
50 | -1.8 | 0.1
51 | -0.4 | -0.1
52 | 1.0 | -1.4
53 | 0.2 | 0.0
54 | -0.6 | 0.0
55 | 0.5 | -0.5
56 | 1.5 | 0.0
57 | -7.5 | 0.1
58 | 0.0 | 0.2
59 | -1.1 | -0.1
60 | 0.6 | 0.1

(more compounds)
No. | mol | TEAD-YAP block | MITF primary
61 | CCNC(=O)/C(=C\c1ccc(Br)cc1)NC(=O)c1ccco1 | 2 | 9
62 | O=C1c2ccc(Oc3cccc([N+](=O)[O-])c3)cc2C(=O)N1c1cccc([N+](=O)[O-])c1 | 2 | -14
63 | COc1ccc(NC(=O)c2ccc(S(=O)(=O)N3CCCC3)cc2)c([N+](=O)[O-])c1 | 0 | 4
64 | Cc1cc(C)c2c(c1)N[C@H](c1cccs1)[C@@H]1CCO[C@H]21 | 6 | 17
65 | Cc1ccc(-c2cc(C(F)(F)F)n3nc(C(=O)NC4CCCCC4)cc3n2)cc1 | -2 | -4
66 | CNC(=O)C1CCN(c2nc3ccccc3n3cccc23)CC1 | 3 | 9
67 | CN(C)c1cccc(Nc2nc(NCc3cccc(C(F)(F)F)c3)c3[nH]cnc3n2)c1 | -4 | -2
68 | COc1ccc(CCNC(=O)CCC2(Cc3ccc(OC)cc3)CCC(=O)N2)cc1 (stereo not drawn) | 7 | -14
69 | CN1CC(=O)N2C(=O)/C(=C\C=C\c3ccccc3)N=C12 | -4 | 6
70 | C=CC[C@@H]1CC=C[C@@H](C)N1C(=O)CCC1(Cc2ccc(F)c(OC)c2)CCC(=O)N1 (stereo partly drawn) | 6 | 6
71 | COc1ccc(-n2nc(C(=O)NCC(=O)Nc3cccc(OC)c3)c3ccccc3c2=O)cc1 | 3 | 1
72 | CN(Cc1ccccc1)C(=O)c1cn(-c2ccc(F)cc2F)c(=O)c2ccccc12 | -3 | 0
73 | COCCNC(=O)CCc1nnc(C2(c3ccc(Cl)cc3)CCC2)o1 | 0 | -2
74 | COc1ccc(CC(=O)Nc2ccc3nc(N4CCCCC4)cc(C)c3c2)cc1OC | -7 | 11
75 | O=C(Nc1ccccc1)C1CC(=O)N(Cc2ccccc2)C(=Nc2ccc(F)cc2)S1 (stereo not drawn) | 3 | -3

No. | GPR151 activ | FBW7 activator
61 | -1.2 | 0.1
62 | -0.7 | 0.2
63 | -0.1 | -0.3
64 | 0.6 | 0.1
65 | -0.9 | 0.0
66 | 1.1 | 0.0
67 | -0.1 | -0.2
68 | -0.3 | 0.1
69 | 1.7 | 0.3
70 | 0.2 | 0.1
71 | -0.7 | 0.0
72 | 3.9 | -0.2
73 | -0.7 | -0.2
74 | -0.1 | 0.4
75 | 0.4 | 0.1

(more compounds)
No. | mol | TEAD-YAP block | MITF primary
76 | COc1ccc(C2NC(C(=O)O)CS2)cc1CSc1nc2ccccc2o1 (stereo not drawn) | 3 | -17
77 | COC(=O)c1cc(S(=O)(=O)Nc2ccc(OC)c(OC)c2)cn1C | 9 | 4
78 | O=C(COC(=O)c1cc[n+]([O-])cc1)Nc1ccc(Oc2ccccc2)cc1 | -9 | 1
79 | CCN(CC)c1nc(NCCCN2CCCC2=O)nc(NCCc2ccc(OC)cc2)n1 | 6 | -4
80 | CCOC(=O)c1cc(-c2nnc(-c3ccccc3)o2)c(C)nc1C | -2 | -21
81 | Cc1cccc(C(C)C)c1NC(=O)c1cc2ccccc2oc1=O | -44 | 25
82 | O=C(Cn1nnc(-c2ccc(Cl)cc2)n1)NC1CCCCCC1 | 10 | 13

No. | GPR151 activ | FBW7 activator
76 | 0.4 | -0.1
77 | -0.2 | -0.2
78 | -1.1 | 0.0
79 | -0.6 | 0.0
80 | 0.8 | 0.2
81 | -0.3 | 1.7
82 | 0.3 | 0.5
